High-throughput results (PubChem)
DDE Tn6 FP inh: inhibitors of Tn6 peptide binding to human fibrin DD(E) | P02675 | Fibrin DD(E) TRITC-Tn6 fluorescence polarization displacement | inhibition, % at 8.3 µM | hit rate 0.21% among 370,000;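 active = inhibition above a per-campaign cutoff: mean of compounds within control limits plus 3 SD, cut at about 15% in these data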;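 also: 0% = median of all compound wells on the plate and 100% = blocking peptide control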
ASAP1 inh: ASAP1 ArfGAP inhibition; Q9ULH1; ASAP1-stimulated ARF1 GTP hydrolysis, GDP FP detection; inhibition, % at 16.5 µM; hit rate 0.19% among 360,000; AID 624377; in the data active = inhibition above about 25%;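 also: 0% = vehicle with enzyme and substrate and 100% = no enzyme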
KLK7 zymogen act: activators of human kallikrein-7 zymogen | purified proKLK7, EDANS-DABCYL substrate fluorescence; 100% is mature enzyme control, 0% vehicle | hit rate 0.9% among 370,000 | activation, % at 7 µM | AID 652039 | P49862;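 active = activation above the mean of all tested compounds plus 3 SD, computed per campaign excluding outliers beyond control limits, cut at about 13% in these data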
ADAM10 inh: inhibits human ADAM10; O14672; recombinant ADAM10, EDANS/DABCYL FRET peptide cleavage, 3 h; inhibition, % at 7 µM; hit rate 0.62% among 370,000; AID 720582;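 active = inhibition above a per-campaign cutoff equal to the mean of compounds falling between control-based bounds plus 3 SD, cut at about 20% in these data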;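 also: 0% = DMSO wells while the 100% control is not disclosed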
ADAM17 inh: ADAM17 inhibition, QFRET primary screen. P78536. recombinant ADAM17, EDANS/DABCYL FRET peptide cleavage. inhibition, % at 6.95 µM. hit rate 0.83% among 370,000;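 active = inhibition above the mean of compounds lying between control limits plus 3 SD, set per campaign, cut at about 8.5% in these data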;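 also: 0% = DMSO-only wells as the low control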
Target sequence (P78536 215-824 limits assumed): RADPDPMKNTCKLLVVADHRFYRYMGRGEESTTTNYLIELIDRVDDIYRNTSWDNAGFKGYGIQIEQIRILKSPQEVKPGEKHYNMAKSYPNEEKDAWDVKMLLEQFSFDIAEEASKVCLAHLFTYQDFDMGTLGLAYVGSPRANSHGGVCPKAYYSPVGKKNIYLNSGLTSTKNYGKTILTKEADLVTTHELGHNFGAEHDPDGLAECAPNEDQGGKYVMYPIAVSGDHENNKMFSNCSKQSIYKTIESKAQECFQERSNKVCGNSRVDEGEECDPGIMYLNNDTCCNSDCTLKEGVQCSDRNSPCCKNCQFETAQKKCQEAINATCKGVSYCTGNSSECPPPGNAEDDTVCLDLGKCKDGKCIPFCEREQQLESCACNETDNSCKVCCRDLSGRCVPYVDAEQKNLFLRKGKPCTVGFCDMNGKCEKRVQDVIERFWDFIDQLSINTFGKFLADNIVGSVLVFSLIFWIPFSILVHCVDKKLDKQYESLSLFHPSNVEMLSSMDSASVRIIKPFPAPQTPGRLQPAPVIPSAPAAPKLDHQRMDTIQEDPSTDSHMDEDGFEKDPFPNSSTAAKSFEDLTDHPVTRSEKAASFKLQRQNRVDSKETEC
LEDGF integ inh: blocks HIV-1 LEDGF/p75-dependent DNA integration. hit rate 0.64% among 370,000. TR-FRET IN-LEDGF/p75 DNA integration, Eu/Cy5. inhibition, % at 3.7 µM. AID 743269;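 active = inhibition above the screen-wide mean plus 3 SD, cut at about 13% in these data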;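 also: signal is the Cy5 over europium emission ratio at 671 and 618 nm; 0% = plate median of compound wells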
Tn7 DDE FP: inhibitors of Tn7 peptide binding to human fibrin DD(E) | inhibition, % at 8.3 µM | AID 720508 | P02675 | FP displacement of FITC-Tn7 peptide from fibrin DD(E); 0% = median of compound wells per plate | hit rate 0.13% among 370,000;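 active = inhibition above the mean of compounds falling within the control limits plus 3 SD of them, cut at about 14% in these data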;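 also: 0% = plate median of compound wells and 100% = 10 µM Aha-Tn7 peptide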
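Test system: human clot-derived fibrin DD(E) complex / Quantity: 2 µM final DD(E) protein / Incubation: 10 min plus 3 h, room temperature / Measured by: fluorescence polarization / Benchmarks: high control of 10 µM Aha-Tn7 peptide / Replicates: singlicate testing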
PLC-gamma1 inh: inhibitors of human phospholipase C gamma1. P19174. purified PLC-gamma1, fluorogenic substrate, fluorescence. inhibition, % at 12.2 µM. hit rate 0.84% among 370,000. AID 720700; in the data active = inhibition above about 9.5%
ARFGAP1 inh: inhibitors of rat ARFGAP1. inhibition, % at 16.5 µM. hit rate 0.26% among 360,000. Q62848. Arfgap1-stimulated ARF1 GTP hydrolysis, GDP FP detection;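 active = inhibition above a per-plate limit, mean inhibition of low control wells plus 3 SD, cut at about 25% in these data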;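 also: 0% = DMSO wells with enzyme and 100% = wells lacking Arfgap1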
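System: truncated rat Arfgap1 GAP domain / Medium: HEPES-based buffer, pH 7.5 / Also added: N-terminally truncated human ARF1-GTP substrate / Incubation: enzyme reaction 120 min at 25 °C after 20 min preincubation / Measured by: FP of antibody-bound GDP Alexa 633 tracer, ex 620/em 688 nm / Replicates: singlicate, each compound tested once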
TDP2 absorb: TDP2 (human) inhibition, absorbance primary screen; AID 720702; recombinant TDP2, T5PNP hydrolysis, p-nitrophenol absorbance 415 nm; inhibition, % at 12.8 µM; hit rate 0.34% among 370,000;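 active = inhibition above the mean of all tested compounds plus 3 SD, set per campaign, cut at about 25% in these data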;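 also: 0% = DMSO with enzyme and 100% = buffer with substrate but no TDP2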
Target sequence (O95551 whole entry, looked up): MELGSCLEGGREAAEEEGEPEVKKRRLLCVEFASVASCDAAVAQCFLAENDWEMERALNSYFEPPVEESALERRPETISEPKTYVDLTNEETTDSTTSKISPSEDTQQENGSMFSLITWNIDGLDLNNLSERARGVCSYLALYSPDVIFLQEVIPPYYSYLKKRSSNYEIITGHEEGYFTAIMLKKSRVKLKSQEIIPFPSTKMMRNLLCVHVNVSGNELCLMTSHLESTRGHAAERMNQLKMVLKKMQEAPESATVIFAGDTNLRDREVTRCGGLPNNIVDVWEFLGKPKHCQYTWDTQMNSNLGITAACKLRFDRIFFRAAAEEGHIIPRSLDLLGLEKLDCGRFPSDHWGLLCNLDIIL
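System: recombinant human TDP2 / Amount: 120 nM TDP2 per well / Also added: 5 mM T5PNP chromogenic substrate / Doses: 12.8 µM single point, 1% DMSO / Incubation: 2 h at 37 °C / Detection: p-Nitrophenol epi absorbance / Evaluation: % inhibition relative to enzyme-containing and enzyme-free wells / Repeats: singlicate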
The depositor's hits bear a star; . = no result given. Compounds were not picked by outcome (roughly 4.2% active in at least one column).

#	DDE Tn6 FP inh	ASAP1 inh	KLK7 zymogen act	ADAM10 inh	ADAM17 inh	LEDGF integ inh	Tn7 DDE FP	PLC-gamma1 inh	ARFGAP1 inh	TDP2 absorb	canonical_smiles
1	1	2	0.6	11	-3	1	4	2	17	7	CCOC(=O)c1[nH]c(C)c(C(=O)OCC(=O)N2c3ccccc3CC2C)c1C (stereo unspecified)
2	-7	.	0.2	-6	-2	-2	-1	-3	.	-2	O=C(Nc1ccc(C(F)(F)F)cc1)OC1CC2CC1[C@H]1CCCCN1[C@H]2Cc1ccccc1 (stereo partly specified)
3	4	-2	0.0	1	0	2	-4	-1	11	2	O=C(CNC(=O)c1cccs1)N/N=C/c1ccco1
4	5	21	-0.2	-11	-3	-2	-3	-2	1	-4	O=C(NCc1cccnc1)c1ccc(NS(=O)(=O)c2ccccc2)cc1
5	-3	2	-0.2	13	-1	0	-1	4	-10	-9	CCOc1ccsc1C(=O)NNC(=O)c1ccco1
6	2	6	-0.2	-2	-2	0	7	-1	-1	2	Cc1ccccc1NC(=O)COC(=O)c1c(C)nn(-c2ccccc2)c1C
7	13	-20	0.2	-2	-2	1	7	-1	1	-2	CC(Oc1ccc(Cl)cc1)C(=O)N/N=C/c1ccsc1 (stereo unspecified)
8	0	4	0.2	-2	1	4	-6	0	-1	1	CCCn1c(SCC(=O)NC2CC2)nnc1-c1cccs1
9	4	0	-0.5	0	1	0	-4	-2	-4	-3	CCOC(=O)c1ccc(N2Cc3ccccc3C2=NC(=O)c2cccc([N+](=O)[O-])c2)cc1
10	7	10	-0.1	4	-2	-1	4	0	-15	-8	O=S1(=O)CCOC[C@H](Cc2ccccc2)N1Cc1cccc(F)c1
11	-6	-9	0.5	30*	12*	7	-9	3	2	-16	CCOC(=O)c1ccc(N/C(=N\S(=O)(=O)c2ccc(F)cc2F)c2ccccc2)cc1
12	8	-5	1.4	2	2	4	3	1	-2	-2	O=C(CCn1c2c(c3ccccc31)CCCC2)NNC(=O)c1ccccc1Cl
13	3	10	0.3	-3	3	1	-3	-5	15	8	CCn1c(C)nc2cc(C(=O)NNC(=S)Nc3ccccc3Cl)ccc21
14	-1	3	-0.6	0	-2	-3	-5	0	6	16	CCc1noc(C)c1C(=O)NNC(=O)COc1ccc(C)c(C)c1
15	4	-3	0.5	3	0	0	-2	0	0	11	CCOc1ccc(N(CC(=O)NC2CCCCC2)C(=O)CCCC(=O)Nc2ccccn2)cc1
16	-8	-15	0.2	-7	-1	-1	-2	1	-2	-1	CCN(Cc1ccccc1)C(=O)Cn1cnc2c1c(=O)n(C)c(=O)n2C
17	0	-1	0.7	-3	-3	-3	3	4	6	-5	CCCn1c(SCC(=O)Nc2cccc(S(=O)(=O)N(C)C)c2)nc2ccccc2c1=O
18	6	8	-0.3	-6	-2	-4	-2	-1	8	-1	O=C(CN1C(=O)S/C(=C\c2ccc(Cl)cc2)C1=O)NCCCn1ccnc1
19	0	-14	0.0	-6	-3	-7	2	1	-8	2	CC(C)CC1(C)NC(=O)N(CC(=O)NC(=O)Nc2ccc3c(c2)OCCO3)C1=O (stereo unspecified)
20	-7	-6	-0.1	-2	-6	8	5	0	-13	-1	COc1ccc(CN2CCN(C(=O)c3ccc(F)cc3)CC2)c(OC)c1
21	-1	-5	-1.1	-3	0	-2	0	-1	6	-8	COc1ccc(-c2noc(CNC(=O)c3ccc4c(c3)OCO4)n2)cc1OC
22	-1	-8	0.8	-13	-3	0	-1	-1	1	-9	Cc1cc2sc3ccc(C#CC4(O)CCCCC4)cc3c(=O)c2cc1C
23	5	-13	-0.2	10	6	-1	6	0	-5	1	C=CCn1c(SCc2cc(C(C)=O)ccc2OCC)nc2ccccc2c1=O
24	-2	6	-0.1	-7	-4	-1	-3	1	2	-3	COc1cc(C(C2C(=O)CC(C)(C)CC2=O)C2C(=O)CC(C)(C)CC2=O)ccc1O
25	1	-9	-2.3	-177	-67	7	-1	-106	0	-15	O=C(CN1C(=O)CCC1=O)Nc1cccc2c1C(=O)NC2=O
26	6	0	-0.3	5	0	7	-1	3	-2	12	O=C(O)c1ccc2c(c1)C(c1ccccc1)OC2=O (stereo unspecified)
27	5	.	0.4	-8	-9	-3	-1	-1	.	8	CCOC(=O)[C@@]12CCC3=C1N(CCC3)C(=O)[C@H](CC(=O)NCc1cccs1)C2
28	0	-2	0.5	4	-8	-6	6	2	3	-4	CCCOP(=O)(c1ccc(N(C)C)cc1)C(O)c1ccc(Cl)cc1Cl (stereo unspecified)
29	1	-7	-0.2	-6	-2	1	-1	-3	4	9	CS(=O)(=O)c1ccc2nc(NC(=O)CN3C(=O)NC4(CCCC4)C3=O)sc2c1
30	3	3	-0.1	3	1	-1	1	-1	12	-7	O=C(c1ccco1)N1CCN(C(=O)c2ccccc2Oc2ccccc2)CC1

From entry 21 up to 30, as listed above:
#	DDE Tn6 FP inh	ASAP1 inh	KLK7 zymogen act	ADAM10 inh	ADAM17 inh	LEDGF integ inh	Tn7 DDE FP	PLC-gamma1 inh	ARFGAP1 inh	TDP2 absorb	canonical_smiles
21	-1	-5	-1.1	-3	0	-2	0	-1	6	-8	COc1ccc(-c2noc(CNC(=O)c3ccc4c(c3)OCO4)n2)cc1OC
22	-1	-8	0.8	-13	-3	0	-1	-1	1	-9	Cc1cc2sc3ccc(C#CC4(O)CCCCC4)cc3c(=O)c2cc1C
23	5	-13	-0.2	10	6	-1	6	0	-5	1	C=CCn1c(SCc2cc(C(C)=O)ccc2OCC)nc2ccccc2c1=O
24	-2	6	-0.1	-7	-4	-1	-3	1	2	-3	COc1cc(C(C2C(=O)CC(C)(C)CC2=O)C2C(=O)CC(C)(C)CC2=O)ccc1O
25	1	-9	-2.3	-177	-67	7	-1	-106	0	-15	O=C(CN1C(=O)CCC1=O)Nc1cccc2c1C(=O)NC2=O
26	6	0	-0.3	5	0	7	-1	3	-2	12	O=C(O)c1ccc2c(c1)C(c1ccccc1)OC2=O (stereo unspecified)
27	5	.	0.4	-8	-9	-3	-1	-1	.	8	CCOC(=O)[C@@]12CCC3=C1N(CCC3)C(=O)[C@H](CC(=O)NCc1cccs1)C2
28	0	-2	0.5	4	-8	-6	6	2	3	-4	CCCOP(=O)(c1ccc(N(C)C)cc1)C(O)c1ccc(Cl)cc1Cl (stereo unspecified)
29	1	-7	-0.2	-6	-2	1	-1	-3	4	9	CS(=O)(=O)c1ccc2nc(NC(=O)CN3C(=O)NC4(CCCC4)C3=O)sc2c1
30	3	3	-0.1	3	1	-1	1	-1	12	-7	O=C(c1ccco1)N1CCN(C(=O)c2ccccc2Oc2ccccc2)CC1

(continued)
#	DDE Tn6 FP inh	ASAP1 inh	KLK7 zymogen act	ADAM10 inh	ADAM17 inh	LEDGF integ inh	Tn7 DDE FP	PLC-gamma1 inh	ARFGAP1 inh	TDP2 absorb	canonical_smiles
31	-10	27*	0.2	3	5	2	-12	-2	8	-6	Cc1ccc(Cl)c2sc(NC(=O)C3=COCCO3)nc12
32	6	-4	0.0	14	3	4	4	0	10	-12	O=C(NC1CCCCCC1)c1[nH]c(C(F)(F)F)nc1-c1ccccc1
33	4	-7	0.1	-2	0	2	3	1	-7	5	C=CCNC(=O)NC(=O)COn1nnc2ccc(S(=O)(=O)N(C)C)cc21
34	3	-6	-0.7	-3	1	4	-7	5	1	-21	CN(C(=O)CCc1nc(-c2ccccc2F)no1)c1ccccc1
35	3	8	0.5	6	2	2	-5	7	9	-11	O=C(NN=Cc1ccc([N+](=O)[O-])cc1)c1ccncc1
36	-1	5	-0.2	3	-3	0	-3	0	12	8	O=C(CSc1nnc(-c2cccnc2)o1)Nc1ccc(Br)cc1
37	1	-1	-0.5	-3	-6	-1	-3	-1	-3	6	O=C(CN1CCN(c2cccc(Cl)c2)CC1)c1ccc(O)cc1O
38	-2	-15	-0.3	-3	-2	0	0	1	-9	8	CSCCC(NC(=O)COc1ccccc1)C(=O)N1CCN(C(C)=O)CC1 (stereo unspecified)
39	0	-11	-0.2	8	3	1	1	3	0	-5	O=C(c1ccccc1)N(Cc1cccnc1)C1(C(=O)Nc2ccccc2)CCCCC1
40	-5	-3	-0.5	-11	-3	4	-2	-40	4	-7	Cc1ccc(-c2nc3c(c(=O)c4ccccc4n3C)c(=O)n2Cc2ccco2)cc1
41	2	-5	0.3	-7	1	-3	4	0	-3	0	CC(C)Oc1ccc(S(=O)(=O)N2CCOCC2)cc1NC(=O)c1cc([N+](=O)[O-])ccc1N1CCOCC1
42	5	13	-0.7	6	-1	1	0	1	-1	7	CCOc1cc(C2NC(=O)CCC2[N+](=O)[O-])cc(Br)c1OCC (stereo unspecified)
43	-3	-7	0.5	-83	-26	0	0	-20	11	3	Cc1ccc(C(=O)C[n+]2cccc3cc(C)ccc32)cc1
44	3	4	-0.6	9	-1	0	-5	5	-5	-5	CCOc1ccc(Cc2nnc(SCC(=O)c3ccc(OC)cc3)o2)cc1
45	3	-5	0.2	1	0	-2	1	-5	-3	4	Cc1ccc(-n2ncc3c(=O)n(CC#N)cnc32)cc1C
46	-7	17	0.6	15	-4	1	9	9	3	-4	O=C(CSc1nnc(SCc2ccccc2)s1)N/N=C/C=C/c1ccccc1[N+](=O)[O-]
